GDH-TPI inh = inhibits GDH-TPI coupling enzymes, artifact for Mtb FBA screen | GDH-TPI coupled enzyme counterscreen, NADH absorbance | inhibition, % at 4.8 µM | hit rate 1.2% among 360,000 | AID 588335; in the data active means inhibition above about 30%;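 further: 0% = DMSO wells and 100% = wells lacking the enzyme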
Mtb BioA inh = BioA (M. tuberculosis) enzyme inhibition. purified M. tuberculosis BioA enzyme, plate reader. inhibition, % at 9.99 µM. hit rate 0.096% among 360,000. AID 602481; in the data active means inhibition above about 40%; inconclusive means no clear call, values can overlap the other calls
MazEF act = MazEF (E. coli) toxin RNase activation; FAM/BHQ RNA-DNA oligo cleavage fluorescence, 5 h; hit rate 0.32% among 350,000; activation, % at 20 µM; P0AE70; AID 504720; in the data active means activation above about 50%
Target sequence (P0AE70 whole entry, looked up): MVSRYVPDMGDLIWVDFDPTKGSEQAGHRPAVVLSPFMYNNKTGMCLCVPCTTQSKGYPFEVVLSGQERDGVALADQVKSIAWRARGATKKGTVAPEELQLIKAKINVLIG
Mtb FBA inh = inhibits M. tuberculosis FBA enzyme; purified M. tuberculosis FBA, fluorescence read-out; hit rate 2.3% among 360,000; inhibition, % at 1 µM; in the data active means inhibition above about 27%;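 further: 0% = vehicle and 100% = reference inhibitor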
Target sequence (P9WQA3 whole entry, looked up): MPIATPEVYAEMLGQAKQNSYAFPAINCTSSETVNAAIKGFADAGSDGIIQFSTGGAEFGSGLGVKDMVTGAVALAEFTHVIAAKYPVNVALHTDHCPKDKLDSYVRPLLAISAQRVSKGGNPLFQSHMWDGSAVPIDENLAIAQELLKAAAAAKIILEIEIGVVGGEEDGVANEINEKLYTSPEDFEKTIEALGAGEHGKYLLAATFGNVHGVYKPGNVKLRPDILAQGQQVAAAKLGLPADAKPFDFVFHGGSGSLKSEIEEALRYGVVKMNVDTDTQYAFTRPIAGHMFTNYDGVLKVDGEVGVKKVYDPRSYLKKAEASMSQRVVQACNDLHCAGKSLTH
Mtb UGM inh = blocks M. tuberculosis UGM enzyme | P9WIQ1 | purified UGM, fluorescence polarization probe displacement | inhibition, % at 10 µM | hit rate 0.06% among 320,000 | AID 504406; in the data active means inhibition above about 10%, passing the limit was not always enough; inconclusive means no clear call, values can overlap the other calls
SSB-PriA inh = K. pneumoniae PriA-SSBct interaction inhibition. AlphaScreen SSBct-PriA binding, biotinylated peptide. inhibition, % at 33 µM. hit rate 0.6% among 430,000. AID 1272365; in the data active means inhibition mostly above about 37%, no sharp cut-off; inactive means mostly below about 20%;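 further: plate controls were negative control peptide for no effect and reference peptide for full effect; strong numbers were not always called active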
DUSP3 inh = DUSP3 (human) phosphatase inhibition; P51452; recombinant VHR phosphatase, pNPP absorbance; inhibition, % at 13.3 µM; hit rate 0.52% among 290,000; AID 1654; in the data active means inhibition above about 50%; further: some compounds called inactive have numbers as strong as hits
Target sequence (P51452 whole entry, looked up): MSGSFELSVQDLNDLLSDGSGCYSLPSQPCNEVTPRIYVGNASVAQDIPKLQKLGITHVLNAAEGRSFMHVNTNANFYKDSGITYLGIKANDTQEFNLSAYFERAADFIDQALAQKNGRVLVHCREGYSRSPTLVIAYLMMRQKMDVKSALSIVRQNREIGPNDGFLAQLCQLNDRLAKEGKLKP
SARS 3CLpro inh = SARS-CoV 3CLpro protease inhibition; P0C6X7; recombinant SARS-CoV 3CLpro, quenched FRET peptide cleavage; inhibition, % at 6 µM; hit rate 0.14% among 290,000; in the data active means inhibition above about 12%
Rv3671c inh = inhibits the M. tuberculosis serine protease Rv3671c; hit rate 0.048% among 320,000; inhibition, % at 5.96 µM; P9WHR9; in the data active means inhibition above about 38%;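 further: extracellular domain of Rv3671c used as enzyme; 0% = enzyme with DMSO and 100% = no enzyme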
Target sequence (P9WHR9 whole entry, looked up, the tested form may be a part): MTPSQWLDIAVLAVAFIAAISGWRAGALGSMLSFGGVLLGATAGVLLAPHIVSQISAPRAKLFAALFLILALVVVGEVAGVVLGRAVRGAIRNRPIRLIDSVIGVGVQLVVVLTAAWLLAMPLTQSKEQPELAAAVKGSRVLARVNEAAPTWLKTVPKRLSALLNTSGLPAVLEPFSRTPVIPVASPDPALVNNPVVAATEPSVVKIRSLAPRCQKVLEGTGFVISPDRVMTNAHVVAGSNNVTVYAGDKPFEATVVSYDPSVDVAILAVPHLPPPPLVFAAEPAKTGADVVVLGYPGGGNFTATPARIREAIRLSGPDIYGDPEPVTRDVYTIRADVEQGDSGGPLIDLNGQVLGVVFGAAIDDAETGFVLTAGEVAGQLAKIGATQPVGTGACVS
Vc quorum ag = quorum light induction in luxS cqsA deficient V. cholerae; V. cholerae BH1578 lux reporter, luminescence, 6 h; activation, % at 18.7 µM; hit rate 0.16% among 350,000; AID 588436; in the data active means activation mostly above about 9.7%, no sharp cut-off; inconclusive means no clear call, values can overlap the other calls; inactive means mostly below about 3.7%; further: not every result past the cut was called active; inactives centre near 0; reference of the scale not given here
* marks the source's active call; other numbers are inactive results; i = inactive; ? = inconclusive; / = no result given; & = joins results of further samples.

SMILES	GDH-TPI inh	Mtb BioA inh	MazEF act	Mtb FBA inh	Mtb UGM inh	SSB-PriA inh	DUSP3 inh	SARS 3CLpro inh	Rv3671c inh	Vc quorum ag
O=C(Nc1cccc([N+](=O)[O-])c1)NC1CCS(=O)(=O)C1 (centres undefined)	1	1.6	2	2	-3.1	-19&3	24	-1	-6	i
O=C(CCN1C(=O)/C(=C/c2ccc3c(c2)OCO3)SC1=S)Nc1cccc(C(=O)O)c1	-4	-1.5	-10	-2	-2.8	1	1	4	0	-0.4
O=C(N/N=C/c1ccc(O)cc1O)/C(=C/c1ccccc1)CCO	41*	1.3	6	0	-0.5	/	8	-1	18	-1.6
O=C(COc1cc(F)ccc1[N+](=O)[O-])NCCCc1ccccc1	-2	/	1	-1	2.0	-1	-6	3	9	-0.4
CC(NC1CCCC1)c1ccccc1 (centres undefined)	-3	1.3	5	-2	-3.1	-10	-10	2	-1	-0.3
CCN1CCC(NCCc2ccc(F)cc2)CC1	8	0.7	3	-1	-2.2	5	25	1	-6	1.7
CN(C)c1ccc(/C=C(\NC(=O)c2ccccc2)C(=O)NCc2ccncc2)cc1	23	0.2	10	0	3.0	3	19	-3	-6	-0.2
CCOc1cc(C)c(S(=O)(=O)N2CCCC2)cc1C	-5	-1.8	-5	-1	-0.3	-31	0	1	-7	-1.7
O=C1OCc2cccc3cccc1c23	23	-1.2	-10	50*	0.9	4&-1	13	0	8	-0.9
Cc1nn2cnnc2c(C)c1Cc1c(F)cccc1Cl	-3	6.1	4	141*	2.9	6	18	-7	-2	165*
CC1Cc2nc(SCC(=O)Nc3nc4ccccc4s3)n(C)c(=O)c2S1 (centres undefined)	23	5.9	8	-1	2.9	-16	7	0	0	-0.1
O=C(NCc1ccncc1)C(=O)C1C(=O)Nc2ccccc21 (centres undefined)	2	/	4	3	4.8	-10	16	1	0	i
CC(=O)CCn1cc([N+](=O)[O-])nc1C	-6	/	-5	-2	0.3	7	-14	2	2	-0.6
O=C(Nc1cccc(Br)c1)c1ccc(CN2CCc3ccccc3C2)cc1	0	-1.2	-2	1	-2.0	-35	6	2	-19	-0.3
CCOC(=O)N1CCC(Nc2c(-c3ccc(C)c(C)c3)c(=O)c2=O)CC1	33*	0.1	0	-7	-1.3	-11	27	0	3	2.6
O=C(NCCn1cccn1)C1CCC(=O)N(CC2CCCCC2)C1 (centres undefined)	-5	0.0	-6	1	-1.2	-16	-9	1	-1	/
CCC(C)NC(=O)CN1C(=O)NC2(CCc3ccccc3C2)C1=O (centres undefined)	6	/	1	-2	-4.6	2	6	3	1	-1.0
Cc1noc(C)c1NC(=O)N(C)C[C@@H]1Oc2ncc(Br)cc2C(=O)N([C@@H](C)CO)C[C@@H]1C	0	-5.0&0.8	1	-3	/	/	/	/	/	-0.4
COc1ccc(S(=O)(=O)N2CCCCC2)cc1NC(=O)Cn1cnc2c1c(=O)n(C)c(=O)n2C	9	-2.3	7	0	0.2	3	/	/	0	i
O=c1[nH]snc1-c1c(Cl)cccc1Cl	2	-1.3	6	5	0.4	1	/	/	-7	-0.4
Cc1ccnc(SCC(=O)N2CCc3ccccc32)n1	-5	2.5	-14	4	-0.4	-11	-4	0	8	i
CC1=NN(c2ccccc2)C(c2ccco2)C1 (centres undefined)	6	4.1	-23	2	/	-9	/	/	/	-7.6
CCN1CCCc2cc(CN(CCN3CCOCC3)C(=S)Nc3cccc(C)c3)ccc21	7	-2.2	1	2	?	14	8	1	0	-0.3
CCc1ccc(NC(=O)CSc2nnnn2-c2cccnc2)cc1	8	-0.6	1	-2	-2.1	0	4	3	-12	-0.3
COC(=O)/C=C/c1ccccc1CN1[C@@H](CC(=O)OC)c2ccccc2S1(=O)=O	18	3.5	1	4	0.5	8	/	/	-1	-0.5
N#Cc1nc(-c2ccco2)oc1NCc1ccc(F)cc1	3	2.7	-6	40*	0.9	21	24	2	3	i
CCCCC(=O)N(Cc1nc2sc(C)c(C)c2c(=O)[nH]1)C1CCCC1	7	/	1	0	0.3	-8	16	0	8	-0.2
CC(C)Oc1ccc(C(=O)NC(C)(C)CO)cc1	4	-0.3	-3	-1	0.5	-8	11	1	-2	-0.8
COc1ccc(-n2c(SC(C)C(=O)Nc3ccc(NC(C)=O)cc3)nc3ccccc3c2=O)cc1OC (centres undefined)	-1	/	2	3	0.6	1	5	0	1	0.9
COCCn1c(SC(C)C(=O)Nc2ncc(Cl)cc2Cl)nc2ccccc21 (centres undefined)	18	/	2	1	-5.3	-5	-6	-2	5	0.5

Overlap with the part before: two compounds; new compounds follow.
SMILES	GDH-TPI inh	Mtb BioA inh	MazEF act	Mtb FBA inh	Mtb UGM inh	SSB-PriA inh	DUSP3 inh	SARS 3CLpro inh	Rv3671c inh	Vc quorum ag
COc1ccc(-n2c(SC(C)C(=O)Nc3ccc(NC(C)=O)cc3)nc3ccccc3c2=O)cc1OC (centres undefined)	-1	/	2	3	0.6	1	5	0	1	0.9
COCCn1c(SC(C)C(=O)Nc2ncc(Cl)cc2Cl)nc2ccccc21 (centres undefined)	18	/	2	1	-5.3	-5	-6	-2	5	0.5
CCn1c(=O)c2ccccc2n2c(SCC(=O)NCc3cccs3)nnc12	-7	-1.5	-2	4	2.6	-13	-5	-5	0	-3.8
CCOC(=O)c1nn(-c2ccc([N+](=O)[O-])cc2)cc1O	18	-1.2	-13	-2	-3.1	-2	-14	-2	-1	-0.6
COc1ccc(N2C(=O)Cc3ccccc3C2=O)cc1	-12	-0.4	10	2	0.3	-4	24	0	-9	0.0
CC(=O)Nc1sc(N/N=C/c2ccc(C)cc2)nc1-c1ccc(C)cc1	7	/	-3	1	-0.8	i	9	4	3	-0.4
O=C(NC1CCN(S(=O)(=O)c2cccc(F)c2)CC1)c1ccc(F)cc1	-3	-0.8	-1	0	1.3	3	7	2	/	i
CCCN1CCN(CCCNC(=O)Cn2cc3c(n2)CCCC3)CC1	4	-0.8	1	1	0.9	-2	19	2	-7	-0.2
CCN1CCn2c3c(c4cc(Br)ccc42)CCCC31 (centres undefined)	6	-1.4	10	2	-0.6	4	/	3	7	i
COC(=O)C1=C(c2ccc(OC)c(OC)c2)C[C@@H]2CC[C@H]1N2C(=O)NCCOc1ccc(OC)cc1	7	1.9	-1	-1	1.1	1	/	/	-7	i
O=C(NCc1nnc(SCC(=O)N2CCOCC2)o1)c1c(F)cccc1Cl	-1	-0.8	-3	-4	-2.5	-23	10	-3	5	-0.5
CCOc1ccc(N=C(NC#N)SCC(=O)NC2CC2)cc1	8	-1.3	0	-2	-2.1	-1	36	-4	2	-1.2
Nc1nc(Nc2cccc(Cl)c2)nc(NCCO)c1[N+](=O)[O-]	16	-1.6	-5	1	-1.4	3	4	-5	-7	i
CCn1c(=O)cc(OCC(=O)NCc2cccs2)c2ccccc21	-4	/	-3	-1	-3.4	-10	8	-3	3	-0.2
O=c1c2ccccc2[nH]c(=S)n1CCN1CCc2ccccc2C1	-14	/	8	2	1.2	4	24	0	0	-0.5
CCOc1c(C)cnc2c1c(=O)n(CC(=O)NCC1CCCO1)c(=O)n2C (centres undefined)	-1	-0.8	1	0	-2.6	12	/	/	0	5.6
CC(Cc1ccccc1)NC(=O)Cc1ccc([N+](=O)[O-])cc1 (centres undefined)	6	-0.4	5	2	9.3	-20	11	-5	-4	i

Copied from the list:
For SARS 3CLpro inh, CCOC(=O)c1nn(-c2ccc([N+](=O)[O-])cc2)cc1O has -2
For Mtb BioA inh, COc1ccc(S(=O)(=O)N2CCCCC2)cc1NC(=O)Cn1cnc2c1c(=O)n(C)c(=O)n2C has -2.3

Other entries.
SMILES	GDH-TPI inh	Mtb BioA inh	MazEF act	Mtb FBA inh	Mtb UGM inh	SSB-PriA inh	DUSP3 inh	SARS 3CLpro inh	Rv3671c inh	Vc quorum ag
CC(=O)c1cccc(N=Nc2c(C)[nH]c3ccccc23)c1	-4	/	-7	-3	-1.0	34	-4	3	-8	i
Cc1ccc(NCC(=O)N2CCN(S(=O)(=O)c3ccccc3)CC2)cc1F	4	-1.0	2	-1	/	-9	/	/	/	i
N#Cc1cc2c(nc1SCC(=O)N1CCCCC1)CCCCC2	2	-0.4	-4	-2	-1.9	-11	36	-3	-1	-0.3
CCCOc1ccccc1C(=O)Nc1ccc(S(=O)(=O)N2CCN(C)CC2)cc1	-6	-0.9	0	0	-0.8	-4	-4	-2	0	i
O=C1OC(COc2ccc(Br)cc2)CN1c1ccccc1 (centres undefined)	6	/	-8	0	-0.3	-9	-1	-1	5	i
O=C(C(=NNc1ccccc1)c1ccccc1)c1ccccc1	16	-1.5	-5	2	/	16	/	/	/	-5.6
COc1ccc(NC(=O)c2ccc(S(=O)(=O)N(C)c3ccccc3)cc2)cn1	2	-5.1	11	1	-0.8	-6	5	6	-6	-0.3
CCCCC(=O)NC(=S)Nc1ccccc1N1CCCCC1	4	-3.3	-8	0	2.3	-6	4	0	-12	-0.7
O=[N+]([O-])c1ccc(Oc2ccc(Oc3ccc(C(F)(F)F)cn3)cc2)nc1	7	/	-22	5	1.1	-1	22	-2	6	-0.4
CC(C)C(c1nnnn1C1CCCC1)N1CCc2ccccc21 (centres undefined)	-5	0.7	8	1	1.3	-19	21	-1	-5	i
CCC(CC)C(=O)N(C)c1c(C)nc2c(OCc3ccccc3C)cccn12	-4	2.2	/	-3	/	/	/	/	/	-4.5
CCc1nc2ccc(C(=O)Nc3cc(-c4ccccc4)ccc3OC)cn2c1N(C)Cc1nccs1	1	-1.2	/	3	/	/	/	/	/	-5.0
COC(=O)c1sc(NC(=S)NC(=O)c2ccc(F)cc2)nc1C	/	/	/	/	0.2	/	4	0	2	/
Cc1[nH]c2ccccc2c1[C@H]1[C@@H](CC#N)C1(C)C	4	0.6	-10	1	-2.6	-14	-7	8	3	3.9
CNC(=S)NN=C(C)c1ccc(OC)cc1O	39*	/	1	4	/	1	/	/	/	-0.8
Cc1ccc(S(=O)(=O)N2CCCCC2)cc1NC(=O)C1CC(=O)N(Cc2ccco2)C1 (centres undefined)	9	-3.4	1	5	1.1	2	/	/	6	i
CC(C)(C)NC(=O)CCSc1nnc(-c2ccco2)o1	-3	-2.2	-16	-4	3.4	14	3	0	-11	-1.4
COc1cccc(C(=O)NC2CCN(C(=O)N3c4ccccc4Sc4ccccc43)CC2)c1	6	4.8	-7	0	0.6	21	16	-1	-13	i
O=C(O)c1ccc(/C=N/N2CCN(Cc3ccc(Cl)cc3)CC2)cc1	3	/	5	-3	-3.6	/	26	1	-6	-1.0
O=S(=O)(Nc1ccc(F)cc1)c1ccc(NS(=O)(=O)c2cccs2)cc1	-5	0.3	2	-1	-2.3	2	-3	6	1	-0.5
COC(=O)c1cccc(NC(=O)c2ccc(OC)c(Cl)c2)c1	1	8.4	-1	2	1.3	-12	29	0	-2	-2.1
O=C(NCc1ccc(F)cc1)c1cc(C2CCCCN2C(=O)OCCF)on1 (centres undefined)	1	0.1	/	-2	/	/	/	/	/	-0.3
CN(Cc1ccccc1)S(=O)(=O)c1ccc2[nH]c(=O)ccc2c1	14	-0.2	0	-1	1.1	-3	-14	0	3	-0.3
Cc1[nH]c(=O)[nH]c(=S)c1C(=O)Nc1ccc(Cl)c(Cl)c1	11	0.5	-1	-2	4.3	0	/	/	1	i
CCCn1c(-c2ccc(OC)cc2)nc2nc3ccccc3nc21	43*	0.2	2	42*	2.6	-15	16	5	-10	-3.8
COc1ccc(S(=O)(=O)N2Cc3ccccc3CC2C(=O)Nc2nccs2)cc1OC (centres undefined)	4	0.9	11	3	0.4	-6	-1	-1	-6	i
Cc1ccc(C)c(N2CCN(C(=S)Nc3ccc4nc(N5CCOCC5)cc(C)c4c3)CC2)c1	9	0.0	2	27*	3.9	17	-13	-3	15	i
COc1ccc(-c2ccc3ccccc3n2)cc1	26	/	-1	83*	0.8	-17	26	2	-1	3.6
Cc1cc(C)c2c(N)c(C(=O)N3CCN(c4ncccn4)CC3)sc2n1	-7	0.8	-2	16	2.0	4	-20	3	7	4.5

An excerpt; count on the stated rates, not on these rows.
